Bcl-2 Bim block: human Bim-Bcl-2 interaction inhibition; P10415; Bead-based flow cytometry, Bim peptide-Bcl-2 binding; inhibition, % at 10 µM; 0.06% of 190,000 active; AID 950; in the data active means inhibition above about 40%; inconclusive means no clear call, values can overlap the other calls;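 further: 0% = no compound wells with probe peptide and 100% = reference peptide inhibitor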
Target sequence (P10415 whole entry, looked up): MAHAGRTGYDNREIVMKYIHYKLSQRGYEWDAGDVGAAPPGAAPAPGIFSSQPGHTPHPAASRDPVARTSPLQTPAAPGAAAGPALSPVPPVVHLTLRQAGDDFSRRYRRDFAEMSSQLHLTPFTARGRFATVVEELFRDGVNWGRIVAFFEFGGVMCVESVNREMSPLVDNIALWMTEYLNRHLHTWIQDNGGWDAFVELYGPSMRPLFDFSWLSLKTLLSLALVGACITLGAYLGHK
Bfl-1 Bim block: disrupts Bim binding to human Bfl-1. Q16548. Bead-based flow cytometry, Bim-Bfl-1 binding inhibition. inhibition, % at 10 µM. 0.12% of 190,000 active. AID 1008;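 further: 0% = wells without compound plus tracer and 100% = blocker peptide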
Bim-Bcl-XL: inhibitors of Bim-Bcl-XL interaction, human; AID 1007; inhibition, % at 10 µM; 0.04% of 190,000 active; Bim peptide-Bcl-XL binding, bead flow cytometry, fluorescence; Q07817
Target sequence (Q07817 whole entry, looked up): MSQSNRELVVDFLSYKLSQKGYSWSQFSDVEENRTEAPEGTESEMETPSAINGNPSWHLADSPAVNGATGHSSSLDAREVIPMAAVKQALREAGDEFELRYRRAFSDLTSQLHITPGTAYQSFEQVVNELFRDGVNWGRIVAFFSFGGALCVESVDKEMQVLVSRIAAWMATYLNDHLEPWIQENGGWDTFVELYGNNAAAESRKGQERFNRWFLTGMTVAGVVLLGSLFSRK
RGS8-Gao reg: human RGS8-Galphao interaction regulation | P09471 | multiplexed bead flow cytometry, RGS8-Galphao binding; actives lie on both sides | response (percent of control binding), % at 10 µM | 0.34% of 220,000 active | AID 1423; in the data active means response below about 60% or above about 140%; inactive means in between;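 further: Galphao activated as the GDP aluminium fluoride complex binding bead-coupled RGS8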
Target sequence (P09471 whole entry, looked up): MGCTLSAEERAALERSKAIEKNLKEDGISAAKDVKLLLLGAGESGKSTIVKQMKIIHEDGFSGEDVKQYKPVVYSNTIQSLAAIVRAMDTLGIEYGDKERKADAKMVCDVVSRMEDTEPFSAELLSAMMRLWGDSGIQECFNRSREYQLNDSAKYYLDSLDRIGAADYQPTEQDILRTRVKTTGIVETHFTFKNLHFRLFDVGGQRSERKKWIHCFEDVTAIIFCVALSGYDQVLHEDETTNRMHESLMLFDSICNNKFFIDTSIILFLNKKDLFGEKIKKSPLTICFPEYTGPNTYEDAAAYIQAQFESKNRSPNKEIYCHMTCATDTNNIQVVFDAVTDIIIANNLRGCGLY
Mcl1 Noxa PPI: Mcl-1/Noxa interaction inhibition. TR-FRET Mcl-1/Noxa peptide binding, 2 h. 1.5% of 220,000 active. Q07820. inhibition, % at 21.7 µM;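 active means compounds that cut the protein-peptide binding signal by more than 50% relative to plate controls in a single-dose test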;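 further: His-tagged Mcl-1 with rhodamine Noxa BH3 peptide and terbium anti-His antibody; 0% = Mcl-1 plus Noxa peptide wells and 100% = peptide-only wells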
RGS7-Gao: modulates binding of RGS7 to human Galphao | P09471 | Multiplexed bead flow cytometry; actives lie on both sides | binding response (% of control), % at 10 µM | 0.35% of 220,000 active; in the data active means binding response below about 49% or above about 150%; inconclusive means no clear call, values can overlap the other calls; inactive means in between;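 further: fluorescent Galphao held in activated GDP-AlF4 state binding bead-coupled RGS7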
Mcl-1 Bim block: inhibitors of Bim-Mcl-1 interaction, human; Q07820; Bead-based flow cytometry, Bim peptide-Mcl-1 binding; inhibition, % at 10 µM; 0.1% of 190,000 active;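 further: 0% = no compound tracer wells and 100% = peptide blocker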
Mcl1-Bid inh: disrupts binding of human Mcl-1 to Bid peptide; Q07820; TR-FRET Mcl-1/Bid-Dy647 peptide binding, 1536-well; inhibition, % at 21.7 µM; 0.97% of 220,000 active; AID 1021;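 active means compounds that cut the binding signal by more than half at the single screening dose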;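 further: His-tagged Mcl-1 with europium anti-His antibody binding Bid BH3 peptide; 0% = Mcl-1 plus peptide wells and 100% = peptide-only wells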
RGS4-Gao reg: human RGS4-Galphao interaction regulation. Multiplexed bead flow cytometry, RGS4-Galphao binding; actives lie on both sides. binding response (% of control), % at 10 µM. 0.33% of 220,000 active. AID 1415; in the data active means binding response below about 49% or above about 150%; inactive means in between;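 further: fluorescent Galphao activated with aluminum fluoride binding bead-coupled RGS4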
Bim-Bcl-W: disrupts Bim peptide binding to human Bcl-W; 0.02% of 190,000 active; bead-based flow cytometry; inhibition, % at 10 µM;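 further: 0% = bound tracer without compound and 100% = peptide blocker; higher means less fluorescent Bim peptide bound to Bcl-W beads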
Target sequence (Q92843 whole entry, looked up): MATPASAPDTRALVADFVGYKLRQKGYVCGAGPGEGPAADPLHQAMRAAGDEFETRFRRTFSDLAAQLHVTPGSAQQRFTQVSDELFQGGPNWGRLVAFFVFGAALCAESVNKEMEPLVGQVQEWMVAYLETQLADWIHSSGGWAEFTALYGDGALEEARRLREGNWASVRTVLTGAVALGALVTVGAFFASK
Bcl-B Bim block: human Bim-Bcl-B interaction inhibition; bead-based flow cytometry, Bim peptide-Bcl-B binding; inhibition, % at 10 µM; 0.073% of 190,000 active; AID 951;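 further: 0% = tracer peptide without compound and 100% = reference inhibitor peptide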
* hit, by the source's call; [ ] = another dose, or the depositor's remark. Unless noted, no stated cut-off is given here; in the data, active means inhibition above about 40%. Outcome played no part in choosing rows; 2.7% or so of the library scored in one or more.

Screening O=C(NCCCN1CCCC1=O)c1ccc(Cl)c(Cl)c1 returned Bcl-2 Bim block 0, Bfl-1 Bim block -7, Bim-Bcl-XL -4, RGS8-Gao reg 100, Mcl1 Noxa PPI 10, RGS7-Gao 97, Mcl-1 Bim block 0, Mcl1-Bid inh -9, RGS4-Gao reg 96, Bim-Bcl-W -3 and Bcl-B Bim block -5.
`CCN1C(=O)c2cccc3c(NC(=O)c4ccc(OC)c(OC)c4)ccc1c23` gave Bcl-2 Bim block -8, Bfl-1 Bim block -11, Bim-Bcl-XL -2, RGS8-Gao reg 98, Mcl1 Noxa PPI -1, RGS7-Gao 97, Mcl-1 Bim block -1, Mcl1-Bid inh -12, RGS4-Gao reg 99, Bim-Bcl-W 1 and Bcl-B Bim block -4.
Screening CC1Cc2ccccc2N1C(=O)CCS(=O)(=O)c1cccs1 (centres undefined) returned Bcl-2 Bim block inconclusive, RGS8-Gao reg 148*[activator], Mcl1 Noxa PPI 2, RGS7-Gao 322*[activator], Mcl1-Bid inh -20 and RGS4-Gao reg 222*[activator].
COc1ccc2nc(NC(=O)CCc3ccc(OC)c(OC)c3)sc2c1 was read as Bcl-2 Bim block 0, Bfl-1 Bim block -3, Bim-Bcl-XL 0, RGS8-Gao reg 98, Mcl1 Noxa PPI 0, RGS7-Gao 98, Mcl-1 Bim block 4, Mcl1-Bid inh -31, RGS4-Gao reg 98, Bim-Bcl-W 2 and Bcl-B Bim block 0.
Screening O=C(O)/C=C/c1ccc(O)c(O)c1 returned Bcl-2 Bim block 4, Bfl-1 Bim block 1, Bim-Bcl-XL 3, RGS8-Gao reg 100, Mcl1 Noxa PPI 60*, RGS7-Gao 97, Mcl-1 Bim block 0, Mcl1-Bid inh -25, RGS4-Gao reg 95, Bim-Bcl-W 4 and Bcl-B Bim block -1.
For COc1cc(C(=O)Nc2sc(C(=O)N3CCOCC3)c(C)c2C#N)cc(OC)c1OC the results were Bcl-2 Bim block -10, Bfl-1 Bim block -10, Bim-Bcl-XL -3, RGS8-Gao reg 101, Mcl1 Noxa PPI 9, RGS7-Gao 96, Mcl-1 Bim block -2, Mcl1-Bid inh 8, RGS4-Gao reg 101, Bim-Bcl-W 1 and Bcl-B Bim block -7.
CCC(C)(C)NC(=O)C(c1ccc(C)o1)N(Cc1cccs1)C(=O)Cn1nnc2ccccc21 (centres undefined) was read as Bcl-2 Bim block 2, Bfl-1 Bim block 0, Bim-Bcl-XL -2, RGS8-Gao reg 100, Mcl1 Noxa PPI 22, RGS7-Gao 98, Mcl-1 Bim block 0, Mcl1-Bid inh -10, RGS4-Gao reg 100, Bim-Bcl-W 0 and Bcl-B Bim block 1.
CCCCC(O)(CCCC)C(=O)NN(C(=O)OC)c1ccc(C)cc1 was read as RGS8-Gao reg 106, Mcl1 Noxa PPI -35, RGS7-Gao inconclusive, Mcl1-Bid inh -21 and RGS4-Gao reg 108.
Screening COc1ccc(C(=O)Nc2ccc3oc(-c4cccnc4)nc3c2)cc1OC returned Bcl-2 Bim block -5, Bfl-1 Bim block -13, Bim-Bcl-XL -5, RGS8-Gao reg 104, Mcl1 Noxa PPI 7, RGS7-Gao 103, Mcl-1 Bim block -2, Mcl1-Bid inh -3, RGS4-Gao reg 104, Bim-Bcl-W -4 and Bcl-B Bim block -4.
Screening CCOC(=O)c1ccccc1NC(=O)CN(c1ccccc1)S(=O)(=O)N(C)C returned Bcl-2 Bim block -3, Bfl-1 Bim block -4, Bim-Bcl-XL 0, RGS8-Gao reg 96, Mcl1 Noxa PPI -6, RGS7-Gao 98, Mcl-1 Bim block -7, Mcl1-Bid inh -4, RGS4-Gao reg 95, Bim-Bcl-W -2 and Bcl-B Bim block -1.
For CCOc1cccc2c1OC1(C)CC2NC(=O)N1c1ccc(OC)cc1 (centres undefined) the results were Bcl-2 Bim block -7, Bfl-1 Bim block -7, Bim-Bcl-XL 0, RGS8-Gao reg 101, Mcl1 Noxa PPI 14, RGS7-Gao 101, Mcl-1 Bim block 0, Mcl1-Bid inh -30, RGS4-Gao reg 101, Bim-Bcl-W 6 and Bcl-B Bim block -6.
Screening CN(Cc1ccccc1F)c1nc(-c2cccs2)nc2ccccc12 returned Bcl-2 Bim block -7, Bfl-1 Bim block -5, Bim-Bcl-XL -5, RGS8-Gao reg 100, Mcl1 Noxa PPI 12, RGS7-Gao 101, Mcl-1 Bim block -3, Mcl1-Bid inh -18, RGS4-Gao reg 101, Bim-Bcl-W -2 and Bcl-B Bim block -3.
Screening COc1ccc(NC(=S)NNC(=O)C2CC2c2ccc(C)cc2)cc1 (centres undefined) returned Bcl-2 Bim block 0, Bfl-1 Bim block 0, Bim-Bcl-XL -7, RGS8-Gao reg 108, Mcl1 Noxa PPI -49, RGS7-Gao 107, Mcl-1 Bim block -10, Mcl1-Bid inh -53, RGS4-Gao reg 103, Bim-Bcl-W -4 and Bcl-B Bim block -21.
O=C(CCCN1C(=O)CCC1=O)Nc1ccc2c(c1)OCO2 was read as Bcl-2 Bim block -10, Bfl-1 Bim block -11, Bim-Bcl-XL -8, RGS8-Gao reg 100, Mcl1 Noxa PPI 0, RGS7-Gao 101, Mcl-1 Bim block -1, Mcl1-Bid inh -48, RGS4-Gao reg 98, Bim-Bcl-W -2 and Bcl-B Bim block -8.
`CCC(C(=O)NCc1ccncc1)c1ccccc1` (centres undefined) gave Bcl-2 Bim block 0, Bfl-1 Bim block -2, Bim-Bcl-XL -6, RGS8-Gao reg 104, Mcl1 Noxa PPI -5, RGS7-Gao 101, Mcl-1 Bim block -1, Mcl1-Bid inh -22, RGS4-Gao reg 105, Bim-Bcl-W 2 and Bcl-B Bim block 0.
`CCCn1c(C(O)c2ccc3c(c2)OCO3)nc2ccccc21` (centres undefined) gave Bcl-2 Bim block -6, Bfl-1 Bim block -6, Bim-Bcl-XL -4, RGS8-Gao reg 100, Mcl1 Noxa PPI 19, RGS7-Gao 99, Mcl-1 Bim block -1, Mcl1-Bid inh -12, RGS4-Gao reg 98, Bim-Bcl-W -2 and Bcl-B Bim block -7.
Cc1sc(NC(=O)C2CCCCC2C(=O)O)c(C(N)=O)c1-c1ccc(C(C)(C)C)cc1 (centres undefined) was read as Bcl-2 Bim block -3, Bfl-1 Bim block 0, Bim-Bcl-XL -4, RGS8-Gao reg 101, Mcl1 Noxa PPI 8, RGS7-Gao 102, Mcl-1 Bim block -2, Mcl1-Bid inh -53, RGS4-Gao reg 101, Bim-Bcl-W -2 and Bcl-B Bim block -3.
For Cn1cnnc1SCC(=O)Nc1cc(S(=O)(=O)N2CCCCC2)ccc1Cl the results were RGS8-Gao reg 101, Mcl1 Noxa PPI -7, RGS7-Gao inconclusive, Mcl1-Bid inh -13 and RGS4-Gao reg 102.
For COc1ccc(C(=O)N=c2sc3c(C)ccc(OC)c3n2C)cc1OC the results were RGS8-Gao reg 99, Mcl1 Noxa PPI -16, RGS7-Gao inconclusive, Mcl1-Bid inh 6 and RGS4-Gao reg 101.
Cc1nn(C(C)(C)C)c(C)c1/C=N/OC(=O)Nc1ccc(Cl)cc1 was read as RGS8-Gao reg 103, Mcl1 Noxa PPI 7, RGS7-Gao inconclusive, Mcl1-Bid inh 0 and RGS4-Gao reg 102.
`Cc1ccccc1NC(=S)Nc1cccc2cnccc12` gave Bcl-2 Bim block 0, Bfl-1 Bim block -1, Bim-Bcl-XL -1, RGS8-Gao reg 98, Mcl1 Noxa PPI -6, RGS7-Gao inconclusive, Mcl-1 Bim block 0, Mcl1-Bid inh -32, RGS4-Gao reg 96, Bim-Bcl-W 2 and Bcl-B Bim block -1.
`O=C(NC(=S)NCCN1CCOCC1)c1ccccc1Cl` gave Bcl-2 Bim block 0, Bfl-1 Bim block -1, Bim-Bcl-XL -2, RGS8-Gao reg 104, Mcl1 Noxa PPI -3, RGS7-Gao 100, Mcl-1 Bim block -4, Mcl1-Bid inh -14, RGS4-Gao reg 101, Bim-Bcl-W 1 and Bcl-B Bim block -1.
For O=S(=O)(N1CCCCC1)N1CCN(c2cc(Cl)ccc2Cl)CC1 the results were Bcl-2 Bim block 1, Bfl-1 Bim block 2, Bim-Bcl-XL -2, RGS8-Gao reg 103, Mcl1 Noxa PPI -9, RGS7-Gao 103, Mcl-1 Bim block -3, Mcl1-Bid inh -15, RGS4-Gao reg 107, Bim-Bcl-W -2 and Bcl-B Bim block -1.
For C=CCNC(=O)c1ccccc1NC(=O)c1ccccc1N(C)S(C)(=O)=O the results were Bcl-2 Bim block -4, Bfl-1 Bim block -5, Bim-Bcl-XL 0, RGS8-Gao reg 101, Mcl1 Noxa PPI 2, RGS7-Gao 99, Mcl-1 Bim block 0, Mcl1-Bid inh -20, RGS4-Gao reg 100, Bim-Bcl-W -3 and Bcl-B Bim block -3.
CC1CCN(CCCNC(=O)c2cc3c(=O)n(C)c4ccccc4c3n2C)CC1 was read as Bcl-2 Bim block -5, Bfl-1 Bim block -11, Bim-Bcl-XL -3, RGS8-Gao reg 100, Mcl1 Noxa PPI 19, RGS7-Gao 97, Mcl-1 Bim block -4, Mcl1-Bid inh -27, RGS4-Gao reg 101, Bim-Bcl-W -1 and Bcl-B Bim block -8.
For COc1ccccc1-c1nnc(N(C)C(=O)C2CCCO2)s1 (centres undefined) the results were Bcl-2 Bim block -2, Bfl-1 Bim block 0, Bim-Bcl-XL -1, RGS8-Gao reg 99, Mcl1 Noxa PPI -6, RGS7-Gao 101, Mcl-1 Bim block 0, Mcl1-Bid inh -14, RGS4-Gao reg 100, Bim-Bcl-W 0 and Bcl-B Bim block 0.
Screening FC(F)(F)c1ccccc1NC(=S)N1CCN(Cc2ccc3c(c2)OCO3)CC1 returned Bcl-2 Bim block -4, Bfl-1 Bim block -5, Bim-Bcl-XL -5, RGS8-Gao reg 98, Mcl1 Noxa PPI 2, RGS7-Gao 92, Mcl-1 Bim block 1, Mcl1-Bid inh -31, RGS4-Gao reg 94, Bim-Bcl-W -1 and Bcl-B Bim block -7.
For CC(=O)c1cccc(CN2CCC(CO)(CCCc3ccccc3)CC2)c1 the results were Bcl-2 Bim block -2, Bfl-1 Bim block -5, Bim-Bcl-XL -7, RGS8-Gao reg 100, Mcl1 Noxa PPI 12, RGS7-Gao 100, Mcl-1 Bim block 0, Mcl1-Bid inh -23, RGS4-Gao reg 102, Bim-Bcl-W 0 and Bcl-B Bim block -3.
For CCC(C)NC(=O)c1ccc2c(Cl)c3c(nc2c1)CCC3 (centres undefined) the results were RGS8-Gao reg 99, Mcl1 Noxa PPI -38, RGS7-Gao inconclusive, Mcl1-Bid inh -21 and RGS4-Gao reg 101.
`CC(=O)c1cccc(NC(=S)N2c3ccccc3CC2C)c1` (centres undefined) gave Bcl-2 Bim block 0, Bfl-1 Bim block -1, Bim-Bcl-XL -2, RGS8-Gao reg 101, Mcl1 Noxa PPI 12, RGS7-Gao 96, Mcl-1 Bim block 1, Mcl1-Bid inh -41, RGS4-Gao reg 99, Bim-Bcl-W -1 and Bcl-B Bim block -1.

From PubChem
